# Screening results as filed in PubChem.
# 14-3-3 Bad inh: disrupts binding of bovine 14-3-3 zeta to phospho-Bad peptide. hit rate 0.71% among 220,000. inhibition, % at 21.7 µM. TR-FRET 14-3-3zeta/Dy647-pBad peptide displacement, 1 h. P63103;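 active = inhibition above about 70%, limit read from the data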;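 note: 0% = full 14-3-3 plus peptide FRET controls and 100% = background without 14-3-3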
# Rad51 HR inh: Rad51 (human) homologous recombination inhibition; Q06609; hRad51 DNA strand exchange, fluorescence dequenching; inhibition, % at 10 µM; hit rate 0.085% among 200,000; AID 1385;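 active = inhibition above 40% at the single screening dose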;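 note: 0% = DMSO control wells and 100% = blanks with heterologous ssDNA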
#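 Assay system: Human Rad51 nucleoprotein filaments preassembled on unlabelled ssDNA | Reagent: Donor/quencher-labelled 47-bp dsDNA substrate | Doses: One concentration, 10 µM final | Times: 37 °C 15-min filament assembly, 30-min compound preincubation, 15-min exchange | Technique: Fluorescein emission 520 nm, excitation 485 nm | Benchmarks: Plate control and blank wells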
# Cl transport mod: KCC2 (human) Cl- transport modulation | hit rate 2.2% among 190,000 | AID 1456 | B-score of Tl+ flux slope (higher = more flux/activation; lower = inhibition) at 10 µM | KCC2 cells, thallium flux FluoZin-2 fluorescence | Q9H2X9;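 active = thallium flux slope and its plate-corrected score both differing from the plate sample mean at a set confidence after two filtering rounds, in either direction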;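 note: slope of fluorescence scaled to starting intensity during 10 to 20 s after thallium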
# hK5 inh: blocks human kallikrein 5 protease activity; Q9Y337; recombinant hK5, fluorogenic AMC substrate cleavage; inhibition, % at 5 µM; hit rate 0.59% among 210,000;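 active = inhibition of 40% or more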;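 note: 0% = enzyme controls without compound and 100% = no-enzyme blanks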
# NCF1 inh: p47phox (human) inhibition | p47phox/p22phox peptide binding, fluorescence polarization, 2 h | inhibition, % at 24.7 µM | hit rate 0.53% among 220,000 | AID 1274;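 note: 0% = p47phox with labelled peptide and 100% = labelled peptide alone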
# Target sequence (P14598 whole entry, looked up): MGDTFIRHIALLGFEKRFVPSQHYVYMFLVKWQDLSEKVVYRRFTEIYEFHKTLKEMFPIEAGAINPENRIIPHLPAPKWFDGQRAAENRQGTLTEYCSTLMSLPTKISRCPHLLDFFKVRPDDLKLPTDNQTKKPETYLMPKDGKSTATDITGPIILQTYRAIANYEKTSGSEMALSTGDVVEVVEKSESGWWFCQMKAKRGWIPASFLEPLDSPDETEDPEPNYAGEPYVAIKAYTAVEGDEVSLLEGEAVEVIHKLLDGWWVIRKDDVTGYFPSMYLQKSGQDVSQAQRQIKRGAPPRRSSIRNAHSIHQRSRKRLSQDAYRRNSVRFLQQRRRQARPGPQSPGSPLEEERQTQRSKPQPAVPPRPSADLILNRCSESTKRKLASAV
# EBV gp42 inh: EBV gp42 inhibition. Q1HVG2. Fluorescence polarization binding assay, mP read-out. inhibition, % (tested at 21.74 µM). hit rate 0.42% among 220,000; in the data active = inhibition above about 50%
# eIF4E 4G PPI: eIF4E/eIF4G interaction inhibition in translation initiation. P63073+Q04637. TR-FRET eIF4E-eIF4GI(517-606) binding, 2 h. inhibition, % at 21.7 µM. hit rate 0.37% among 220,000;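 note: 0% = full FRET control wells and 100% = background wells lacking eIF4GI fragment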
# thrombin 1536: inhibitors of human thrombin; P00734; alpha-thrombin, Boc-VPR-AMC fluorogenic substrate cleavage; inhibition, % at 5 µM; hit rate 0.26% among 220,000; AID 1046;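 active = inhibition at or above 40%; inactive = inhibition below 40%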;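 note: 0% = enzyme with no compound and 100% = wells without enzyme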
#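 Test system: human alpha-thrombin; medium: pH 7.5 Tris-saline with Tween 20; times: reaction at room temperature; signal: AMC fluorescence at 355 nm excitation and 460 nm emission; also added: Boc-VPR-AMC substrate, 15 µM final; dosing: one concentration per compound, 5 µM, with 0.2% DMSO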
# Furin inhibitor: inhibitors of human furin. P09958. purified furin, fluorogenic substrate cleavage. inhibition, % at 30 µM. hit rate 0.061% among 220,000. AID 463115; in the data active = inhibition above about 25%; note: inactives centre near -15
# Target sequence (P09958 108-714 limits assumed): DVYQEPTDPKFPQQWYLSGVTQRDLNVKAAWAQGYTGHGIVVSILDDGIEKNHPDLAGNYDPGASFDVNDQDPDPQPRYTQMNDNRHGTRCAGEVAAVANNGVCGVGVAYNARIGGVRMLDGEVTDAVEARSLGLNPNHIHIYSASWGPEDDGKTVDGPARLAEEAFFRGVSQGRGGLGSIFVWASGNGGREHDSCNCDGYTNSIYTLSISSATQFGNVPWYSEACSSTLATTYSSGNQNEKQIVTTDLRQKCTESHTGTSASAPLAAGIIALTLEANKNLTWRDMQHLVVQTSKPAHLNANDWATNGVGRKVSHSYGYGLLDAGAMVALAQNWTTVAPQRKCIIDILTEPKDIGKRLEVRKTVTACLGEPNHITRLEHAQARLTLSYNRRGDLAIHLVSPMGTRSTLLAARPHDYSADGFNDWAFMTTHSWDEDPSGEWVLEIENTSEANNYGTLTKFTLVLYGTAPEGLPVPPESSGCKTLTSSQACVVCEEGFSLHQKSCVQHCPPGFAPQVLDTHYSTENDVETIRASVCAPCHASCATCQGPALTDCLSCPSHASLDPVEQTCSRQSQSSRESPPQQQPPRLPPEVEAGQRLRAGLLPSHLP
# * = called active by the depositor; i = inactive; . = not tested or not shown; [ ] = dose if it differs, or a comment.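 Rule for the calls, unless noted: active = inhibition above about 30% (limit read from the data); inactive = the rest.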
no.	SMILES	Rad51 HR inh	Furin inhibitor	hK5 inh	EBV gp42 inh	NCF1 inh	14-3-3 Bad inh	thrombin 1536	eIF4E 4G PPI	Cl transport mod
1	CCCCN(C)C(=O)c1nc2ccccn2c1CN1CCN(c2cnccn2)CC1	.	-23	18	1	7	-6	-1	-1	.
2	CCN(CC)c1ccc(C=C(c2nnnn2-c2ccccc2)c2nnnn2-c2ccccc2)cc1	-12	-5	-7	-51	-28	14	3	7	-0.8
3	CCCOc1ccc(N2C(=O)CC(N(Cc3ccco3)C(=O)CC)C2=O)cc1 (stereo unspecified)	10	-19	2	-21	-6	0	-4	-5	1.2
4	Cc1cc(F)ccc1S(=O)(=O)Nc1ncnc2sc3c(c12)CCC3	-8	-9	11	-7	-10	-1	2	2	-1.5
5	CCOCCCn1c(C)nc2c(c1=O)c1nc3ccccc3nc1n2-c1ccc(C)cc1	-4	-12	-2	6	-8	6	-1	-7	0.037
6	CN(C)S(=O)(=O)N1CCN(c2cccc(Cl)c2)CC1	-2	-14[20 µM]	83*	5	-3	-20	25	6	-0.47
7	Cc1c(Cc2ccccc2)c(=O)n2c([nH]c3ccccc32)c1C#N	.	-24	7	-15	-13	0	26	4	-1.2
8	Cc1ccc(-c2nnn(CC(=O)Nc3cccc4cccnc34)n2)o1	6	-25	-11	-20	-13	-17	2	9	-0.6
9	Cc1ccc(S(=O)(=O)N2CCCC2C(=O)Nc2cc(C)on2)cc1 (stereo unspecified)	-1	-14	-7	-13	-17	6	3	1	.
10	CC(C)(C)C1CCc2c(C(=O)N/N=C/c3cccs3)csc2C1 (stereo unspecified)	-6	-25[20 µM]	22	-17	-16	6	23	8	3

# Given with one line to a screen: two of the compounds above.
5: CCOCCCn1c(C)nc2c(c1=O)c1nc3ccccc3nc1n2-c1ccc(C)cc1
6: CN(C)S(=O)(=O)N1CCN(c2cccc(Cl)c2)CC1
entry no. | 5 | 6
Rad51 HR inh | -4 | -2
Furin inhibitor | -12 | -14[20 µM]
hK5 inh | -2 | 83*
EBV gp42 inh | 6 | 5
NCF1 inh | -8 | -3
14-3-3 Bad inh | 6 | -20
thrombin 1536 | -1 | 25
eIF4E 4G PPI | -7 | 6
Cl transport mod | 0.037 | -0.47

# The listing continues:
no.	SMILES	Rad51 HR inh	Furin inhibitor	hK5 inh	EBV gp42 inh	NCF1 inh	14-3-3 Bad inh	thrombin 1536	eIF4E 4G PPI	Cl transport mod
11	O=C(Nc1ccccc1Cl)c1cccs1	-2	-23	-7	-15	-7	-11[fluorescence artefact?]	5	-6[fluorescence artefact?]	-1.9
12	CC(C)Cc1cc(C(=O)NCCN2CCOCC2)no1	-14	-29	44*	-3	0	2	23	2	0.12
13	CC(=O)N(C)c1ccc(NC(=O)Nc2ccc(C)cc2)cc1	1	-17	-2	-8	-6	-14	-3	-5	0.28
14	NC(=O)c1c(/N=C/c2cccnc2)sc2c1CCCC2	5	-4	1	2	-8	0	-3	5	-0.87
15	Cc1nc2oc(C(=O)c3ccccc3)c(N)c2c2c1COC(C)(C)C2	.	-13[20 µM]	2	-8	-5	5	-2	-3	-0.019
16	O=C(c1cc2cc(Br)cc(Br)c2oc1=O)N1CCCC1	4	-17[20 µM]	-7	-10	-18	4	-3	-1	0.18
17	COc1ccc(NC(=O)OC(CN2CCCCC2)C(F)(F)F)cc1 (stereo unspecified)	4	-9[20 µM]	-4	-12	9	36	-4	4	-0.19
18	Cc1c(-c2ccccc2)[n+](=O)c(-c2ccc(Cl)cc2)c(C)n1[O-]	3	-28	4	0	-11	-4	2	-4	0.34
19	CCN(CC)C(=O)c1ccc(C(=O)c2ccccc2)cc1	-5	-20[20 µM]	0	-18	-9	6	-4	-2	-0.41
20	CCOC(=O)c1c(C)nc(C)c(C(=O)OCC)c1-c1ccc(Br)cc1	0	-9	-7	-9	-1	-2	-7	5[fluorescence artefact?]	-1.2
21	Cc1ccc(C(=O)O/N=C(\N)c2ccc(Br)cc2)cc1C	-3	-17[20 µM]	-17	-4	1	-3	-5	-3	.
22	COc1ccc(Oc2nnc(C)c3ccccc23)cc1	8	-9[20 µM]	1	-5	-9	9	-1	-3	.
23	Cc1onc(-c2ccccc2)c1C(=O)OCC(=O)c1ccccc1	.	-11	11	-6	-6	1	8	2	-0.22
24	Cc1oc(C(C)(C)C)cc1C(=O)NCc1ccc2c(c1)OCO2	-10	-3	9	-9	-8	10	7	9	1
25	CC(NC(=O)NCCCC(=O)O)(C(F)(F)F)C(F)(F)F	-4	-12[20 µM]	3	-3	3	12	-6	-2	-0.082
26	C=CCNC(=O)C(=O)NCCOc1ccccc1Cl	3	-20	-3	-6	-9	0	-3	-1	0.31
27	CC(=O)Nc1cccc(NC(=O)CCc2ccccc2)c1	-4	-21[20 µM]	-8	-10	-18	4	5	0	.
28	CCCCN1C(=O)CC(Sc2ccccc2C(=O)O)C1=O (stereo unspecified)	.	-8[20 µM]	-2	-31	-1	26	2	0	.
29	CCCn1c(SCC(=O)NC(C)(C)C)nnc1-c1ccco1	0	-25	0	-31	5	1	-8	5	0.74
30	COc1cc(OC)cc(C(=O)NCC(=O)N2CCC(C)CC2)c1	-15	-10	3	1	-7	-6	-8	2	0.62

# An excerpt from above in order of molecular weight, high to low.
no.	SMILES	Rad51 HR inh	Furin inhibitor	hK5 inh	EBV gp42 inh	NCF1 inh	14-3-3 Bad inh	thrombin 1536	eIF4E 4G PPI	Cl transport mod
5	CCOCCCn1c(C)nc2c(c1=O)c1nc3ccccc3nc1n2-c1ccc(C)cc1	-4	-12	-2	6	-8	6	-1	-7	0.037
1	CCCCN(C)C(=O)c1nc2ccccn2c1CN1CCN(c2cnccn2)CC1	.	-23	18	1	7	-6	-1	-1	.
10	CC(C)(C)C1CCc2c(C(=O)N/N=C/c3cccs3)csc2C1 (stereo unspecified)	-6	-25[20 µM]	22	-17	-16	6	23	8	3
15	Cc1nc2oc(C(=O)c3ccccc3)c(N)c2c2c1COC(C)(C)C2	.	-13[20 µM]	2	-8	-5	5	-2	-3	-0.019
8	Cc1ccc(-c2nnn(CC(=O)Nc3cccc4cccnc34)n2)o1	6	-25	-11	-20	-13	-17	2	9	-0.6
30	COc1cc(OC)cc(C(=O)NCC(=O)N2CCC(C)CC2)c1	-15	-10	3	1	-7	-6	-8	2	0.62
25	CC(NC(=O)NCCCC(=O)O)(C(F)(F)F)C(F)(F)F	-4	-12[20 µM]	3	-3	3	12	-6	-2	-0.082
6	CN(C)S(=O)(=O)N1CCN(c2cccc(Cl)c2)CC1	-2	-14[20 µM]	83*	5	-3	-20	25	6	-0.47
14	NC(=O)c1c(/N=C/c2cccnc2)sc2c1CCCC2	5	-4	1	2	-8	0	-3	5	-0.87
26	C=CCNC(=O)C(=O)NCCOc1ccccc1Cl	3	-20	-3	-6	-9	0	-3	-1	0.31
27	CC(=O)Nc1cccc(NC(=O)CCc2ccccc2)c1	-4	-21[20 µM]	-8	-10	-18	4	5	0	.
19	CCN(CC)C(=O)c1ccc(C(=O)c2ccccc2)cc1	-5	-20[20 µM]	0	-18	-9	6	-4	-2	-0.41
22	COc1ccc(Oc2nnc(C)c3ccccc23)cc1	8	-9[20 µM]	1	-5	-9	9	-1	-3	.

# The list goes on.
no.	SMILES	Rad51 HR inh	Furin inhibitor	hK5 inh	EBV gp42 inh	NCF1 inh	14-3-3 Bad inh	thrombin 1536	eIF4E 4G PPI	Cl transport mod
31	OC(c1ccccc1)c1nccc2ccccc12 (stereo unspecified)	22	-21	-5	-18	-2	-11	5	0	-0.29
32	O=C(NCCc1ccccc1)C1CCN(S(=O)(=O)N2CCCCCC2)CC1	3	-8	3	-12	-2	5	-5	5	0.21
33	N#CCCn1c(C(C#N)(CCC#N)CCC#N)nc2ccccc21	3	-25	0	-14	-4	7	-7	0	-0.52
34	COc1ccc(CN(C(=S)Nc2ccccc2)C2CC(=O)N(c3ccccc3)C2=O)cc1 (stereo unspecified)	-11	-7	6	1	-1	-12	-9	-2	0.063
35	Cc1ccc(NC2=C(N3CCCCC3)C(=O)c3ccccc3C2=O)cc1	11	-25[20 µM]	-6	-29	-6	0	-1	0	.
36	COc1cccc(C2C(C#N)=C(N)Oc3c2oc(CO)cc3=O)c1OC (stereo unspecified)	3	-21	-16	-1	0	-4	4	-4	-0.84
37	Cc1cccc(OCCn2c(=O)oc3ccc(C)cc32)c1	-3	-11	1	3	9	13	-5	-2	0.16
38	COC(=O)c1ccccc1-c1ccc(/C=N/Nc2nc(N3CCCC3)nc(N3CCCC3)n2)o1	7	-1	-2	-7	-12	-5	-3	3	-0.2
39	O=C1NC(c2cccc(Cl)c2)Nc2ccccc21 (stereo unspecified)	.	-9	.	-3	5	-12	-3	1	0.45
40	Cc1sc(NC(=O)CSc2nc(N)cc(N)n2)c(C#N)c1C	7	-25	6	-8	-18	2	0	-14	-0.4
41	CN1CCc2c(sc(/N=C/c3ccco3)c2C(N)=O)C1	-8	-17	-20	-20	-17	-13[fluorescence artefact?]	-1	-2[fluorescence artefact?]	0.049
42	O=C(O)c1nccnc1C(=O)Nc1ccc(Oc2c(Cl)cccc2Cl)nc1	7	-8	-7	-1	-1	2	9	-1	-0.47
43	COc1ccccc1NC(=O)Cn1nnc(-c2ccccc2NC(=O)c2cnccn2)n1	-2	-13	-7	-53	28	64	-26	14	0.07
44	Cc1ccc(S(=O)(=O)N/N=C\c2ccc(C)o2)cc1	1	-17[20 µM]	3	-4	-9	-5[fluorescence artefact?]	3	5	1.1
45	CC(C)Cn1cnc2c1c(=O)n(CC(O)c1ccccc1)c(=O)n2CC(C)C (stereo unspecified)	-3	-14[20 µM]	0	-16	-7	-2	-5	1	-0.083
46	COc1ccc(/C=N/NC(=S)Nc2cc(C(F)(F)F)ccc2Cl)cc1	4	-24	2	-13	1	-1	4	-4	0.17
47	O=c1c2ccccc2nc(COc2ccccc2)n1/N=C/c1ccc(O)cc1O	.	-12	-2	-3	-21	-2	-15	4	-0.064
48	CCCN1C(=O)C(NS(=O)(=O)c2ccc(N)cc2)(C(F)(F)F)C(C(=O)OC)=C1C (stereo unspecified)	-4	-16[20 µM]	-15	-14	-10	7[fluorescence artefact?]	-5	-1[fluorescence artefact?]	-0.28
49	COc1cccc(/C(O)=C/c2nc3ccc(C(=O)NCCc4cccc(C)c4)cc3[nH]c2=O)c1	-25	-13	3	37	-110	-2	-5	5	0.013
50	CSC1=C(C#N)C(c2ccc3c(c2)OCO3)C2=C(CCCC2=O)N1 (stereo unspecified)	-2	-6[20 µM]	-3	-3	2	-2	1	-3	-0.45
51	COc1cccc(C(=O)NCCSc2ccc(C)cc2)c1	-12	-11	1	-3	-6	5	-1	-4	-0.87
52	CC(C)(C)NCc1ccc(OCc2cccs2)cc1	10	-5	-3	-5	-5	13	-1	-3	-1.1
53	Cc1cc(C)n(CCN(C)c2nc3nonc3nc2N2CCCCC2)n1	6	-10	.	-10	-2	1	2	0	.
54	CC(C(=O)NCCS(=O)(=O)c1ccc(Cl)cc1)S(=O)(=O)c1ccc(Cl)cc1 (stereo unspecified)	-12	-12	7	-32	-9	-14	-7	-1	.
55	O=C(C[n+]1ccsc1)c1ccccc1	11	-15	-11	-14	3	-9	-4	5[fluorescence artefact?]	1.2
56	C#CCN1C(=O)S/C(=C/C=C/c2ccc(N(C)C)cc2)C1=O	i	3	-17	-38	44*	-10[fluorescence artefact?]	-14	-5[fluorescence artefact?]	0.66
57	COC(=O)c1cc2c(C)cc3ccc(C)cn3c-2c1C(=O)OC	-18	4[20 µM]	-19	88*	-5	-15	2	-11	0.37
58	CC(C)(C)c1ccc(-c2nnc(SCCC#N)n2C2CCCC2)cc1	6	-9[20 µM]	5	-12	-4	5	-1	1	-1.3
59	O=C(c1cccc(S(=O)(=O)N2CCOCC2)c1)N1CCOCC1	-9	-36	0	-8	-9	-5	0	-8	0.91
